Pf growth 96h = Primary qHTS for delayed death inhibitors of the malarial parasite plastid, 96 hour incubation. Potency, µM (series often up to 28.7 µM), for the others: top-dose activity change, negative = inhibition, most hits filed as inhibitors. hit rate 6.9% among 320,000. P. falciparum luciferase reporter growth, 96 h; note: potency is the fitted concentration of half-maximal effect; % is set by controls: 0 for no effect and ±100 for the full control effect
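Two parasite generations (96 h, 37 C, 5% CO2) of compound exposure in infected erythrocytes (0.05% parasitemia, 2% hematocrit). Luciferase-reporter P. falciparum; decreased luminescence indicates inhibited growth, aimed at apicoplast-acting delayed death.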
Pf growth 48h = Primary qHTS for delayed death inhibitors of the malarial parasite plastid, 48 hour incubation. P. falciparum luciferase growth in erythrocytes, 48 h. Potency, µM (top dose mostly 28.7 µM), without a hit: at the highest dose activity change, negative = inhibition, usual class: inhibitors. AID 504832, 2011. hit rate 5.9% among 310,000; note: potency is the fitted concentration of half-maximal effect; % is set by controls: 0 for no effect and ±100 for the full control effect
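Luciferase-expressing P. falciparum in infected erythrocytes (2% hematocrit, 0.1% parasitemia final) in RPMI 1640/0.5% Albumax were exposed to compound for 48 hours at 37 C, 5% CO2; growth read as luminescence.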
Shiga toxin inh = A qHTS for Small Molecule Inhibitors of Shiga Toxin | Vero cells, Shiga toxin protein synthesis inhibition reporter | inhibition, % at 38.7 µM | hit rate 9.2% among 290,000 | AID 2315, 2010; in the data active = inhibition mostly above about 28%, no sharp cut-off; inactive = mostly below about 43%; note: 0% is about no effect
LmPK inhibitor = qHTS Assay for Inhibitors of Leishmania Mexicana Pyruvate Kinase (LmPK); purified LmPK, Kinase-Glo ATP luminescence, 1 h; AID 1721, 2009; hit rate 0.37% among 290,000; Potency, µM (doses to about 57.5 µM), for inactives: at the highest dose activity change, negative = inhibition, usual class: inhibitors; note: potency is the fitted concentration of half-maximal effect; % is set by controls: 0 for no effect and ±100 for the full control effect
Target sequence (Q27686 whole entry, looked up): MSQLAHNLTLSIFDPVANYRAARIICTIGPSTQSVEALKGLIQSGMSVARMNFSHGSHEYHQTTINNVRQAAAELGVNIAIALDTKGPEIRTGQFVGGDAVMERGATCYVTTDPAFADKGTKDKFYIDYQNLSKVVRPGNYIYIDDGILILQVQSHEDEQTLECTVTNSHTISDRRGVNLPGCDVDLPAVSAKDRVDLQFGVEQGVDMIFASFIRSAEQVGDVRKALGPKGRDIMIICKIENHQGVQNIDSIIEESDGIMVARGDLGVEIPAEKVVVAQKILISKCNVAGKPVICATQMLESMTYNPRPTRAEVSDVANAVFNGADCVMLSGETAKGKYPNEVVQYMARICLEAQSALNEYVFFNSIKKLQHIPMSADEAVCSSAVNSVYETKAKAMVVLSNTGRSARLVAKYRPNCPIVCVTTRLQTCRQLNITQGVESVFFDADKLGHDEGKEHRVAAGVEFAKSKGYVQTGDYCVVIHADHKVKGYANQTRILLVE
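In 50 mM imidazole pH 7.2 with 7 mM MgCl2, LmPK (0.1 nM) turned over PEP (0.5 mM) and ADP (0.1 mM) for 1 h at room temperature. Luciferase read-out of ATP.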
AMA1-RON2 inh = qHTS for Inhibitors of AMA1-RON; Towards Development of Antimalarial Drug Lead: Primary Screen | Plasmodium falciparum AMA1 (3D7) - RON2 peptide interaction | AlphaScreen AMA1-biotinylated RON2 peptide binding | Potency, µM (top dose mostly 58.2 µM), for the others: top-dose activity change, negative = inhibition, usual class: inhibitors | hit rate 0.2% among 360,000;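 note: potency is the fitted concentration of half-maximal effect; 0% = vehicle wells and -100% = peptide control; nearly all actives have a fitted effect of over 45% in size; some results filed as inactive show a strong effect at the top dose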
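AMA1 (3D7) with his tag at 25 nM final met compounds first, then biotinylated RON2 peptide at 25 nM; detection used donor plus acceptor beads, 10 µg/mL apiece, read by AlphaScreen after 30 min at room temperature.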
CHX counter = Cycloheximide Counterscreen for Small Molecule Inhibitors of Shiga Toxin; cell reporter, cycloheximide protein synthesis inhibition counterscreen; max response, %; hit rate 12% among 300,000; in the data active = max response mostly above about 13%, no sharp cut-off; inactive = mostly below about 14%; note: read at 38.3 µM for the half of the compounds with a filed dose; 0% is about no effect
Tb PYK inh = qHTS of Trypanosoma Brucei Inhibitors. pyruvate kinase (Trypanosoma brucei), Q57TT1. TbPYK enzyme, Kinase-Glo Plus ATP luminescence, 45 min. Potency, µM (doses to about 76.8 µM), for inactives: at the highest dose activity, negative = inhibition, usual class: inhibitors. hit rate 0.12% among 410,000; note: potency is the fitted concentration of half-maximal effect; % is set by controls: 0 for no effect and ±100 for the full control effect; nearly all actives have a fitted effect of over 50% in size
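Assay buffer: 50 mM TEA pH 7.2, 100 mM KCl, 10 mM MgCl2, 0.05% BSA, 0.01% Tween-20. Pyruvate kinase from T. brucei plus substrate met compound, then ADP (130 uM final). Luminescence was read post 45 min RT.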
Starred values were filed as active, the others as inactive; u = inconclusive; x = no result given; & = joins results of further samples; [ ] = remark or other dose. Unless noted, calls come from the whole dose curve; as a rule, active = well fitted curve in the direction sought with a large enough effect; inconclusive = small, poorly fitted or top-dose-only effect, or another doubt; inactive = no such curve, though single readings can be large; an effect the other way counts as inactive or inconclusive.

#	molecule	Pf growth 96h	Pf growth 48h	Shiga toxin inh	LmPK inhibitor	AMA1-RON2 inh	CHX counter	Tb PYK inh
1	CC(NC(=O)C1CCN(C(=O)c2cccs2)CC1)c1ccc(S(N)(=O)=O)cc1 (centres undefined)	1%	u	x	x	-7%	x	-2%
2	CC(=O)N1CC=CC1(C)C(=O)O (centres undefined)	-1%	4%	-11	0%	14%	-4	2%
3	COc1cccc(C2(O)CCN(C(=O)C3CCC3)CC2)c1	17%	14%	-1	-7%	-2%	-3	6%
4	COc1ccccc1NC(=O)c1ccc(NC(=O)CSc2n[nH]c(N)n2)cc1	10%	5%	-10	2%	4%	-1	1%
5	Cc1ccc(C(=O)NCC(=O)OCC(=O)NC2CCCCCCC2)cc1	30%[activator]	0%	-6	1%	0%	-3	-2%
6	COc1ccc(NC(=O)COc2nsnc2N2CCCCC2)cc1	u	7%	2	-1%	3%	-2	-14%
7	COc1cc(C(=O)OCC(=O)NC2CCS(=O)(=O)C2)ccc1OCc1c(C)noc1C (centres undefined)	u	-1%	14	-2%	10%	10	3%
8	Cc1cnc(NC(=O)C(C)N2CCN(C)CC2)s1 (centres undefined)	-74%[1.15 µM]	-7%	-3	-2%	1%	-2	4%
9	CC1CC(C)CN(C(=O)c2cc(S(=O)(=O)N3CCCCC3)ccc2Cl)C1 (centres undefined)	-21%	u	x	x	0%	x	10%
10	CC(C)CNC(=O)CC(c1ccccc1)c1ccccc1	12%	-3%	-3	1%	-2%	-2	-4%
11	COc1ccccc1N1CCN(C(=O)CNC(=O)Cn2cnc3sc(C)c(C)c3c2=O)CC1	32%[activator]	-1%	-6	1%	-9%	5	-5%
12	COc1cccc(Oc2c(C)oc3c(CN4CCCC4)c(O)ccc3c2=O)c1	-12%	-6%	-8	2%	21%	-1	4%
13	NC(=O)c1ccc(N2CCOCC2)nc1	-4%	9%	-14	2%	2%	4	4%
14	CC1=NN(c2ccc(C(F)(F)F)cn2)C(=O)C1	-21%	-18%	20	-2%	39%[activator]	-3	-4%
15	C=CCNC(=O)c1cc2cccc(OC)c2oc1=O	25%	3%	21	-8%	8%	18	-5%
16	Cc1ccc(S(=O)(=O)N2CCCCC2)cc1	18%	x	-1	0%	-5%	12	-5%
17	OC(c1ccccc1)c1nc2ccccc2s1 (centres undefined)	-1%	x	23	6%	-7%	13	-27%
18	O=C(O)CCNS(=O)(=O)c1ccc2ccccc2c1	-2%	x	-9	-1%	7%	-7	1%
19	COc1ccc(S(=O)(=O)N(C)CC(=O)Nc2cccc(C(C)=O)c2)cc1	x	-2%	-9	0%	0%	-3	-9%
20	O=C(CNC(=O)c1cccs1)OCc1c(F)cccc1Cl	4%	4%	103*	-1%	5%	48*	-4%
21	COc1ccc(-c2oc3ccc(N4CCOCC4)cc3c2/C=C/c2ccc(OC)c(OC)c2)cc1	12µM*	u	30*	-2%	0%	12*	0%
22	Cc1cc2cc(C)c(NCCNC(=O)c3cccs3)nc2cc1C	u	u	-9	4%	0%	-4	3%
23	O=C(CSc1nncs1)NC1CCCc2ccccc21 (centres undefined)	9%	3%	15	0%	6%	-2	5%
24	CCOC(=O)C1(Cc2ccc(Cl)cc2)CCN(Cc2ccon2)CC1	u	-9%	-11	5%	-4%	-2	-5%
25	O=C(NCCc1ccc(Cl)cc1)c1ccc(NC2=NC3CS(=O)(=O)CC3S2)cc1 (centres undefined)	56%[activator]	23%	12	-4%	20%	-1	0%

Two of the compounds above, with two lines to a compound.
The line under a structure holds: Pf growth 96h | Pf growth 48h | Shiga toxin inh | LmPK inhibitor | AMA1-RON2 inh | CHX counter | Tb PYK inh
18) O=C(O)CCNS(=O)(=O)c1ccc2ccccc2c1
    -2% | x | -9 | -1% | 7% | -7 | 1%
19) COc1ccc(S(=O)(=O)N(C)CC(=O)Nc2cccc(C(C)=O)c2)cc1
    x | -2% | -9 | 0% | 0% | -3 | -9%

Other records follow:
#	molecule	Pf growth 96h	Pf growth 48h	Shiga toxin inh	LmPK inhibitor	AMA1-RON2 inh	CHX counter	Tb PYK inh
26	Cc1cc(/C=C2\C(=N)N3N=C(C(C)C)SC3=NC2=O)c(C)n1Cc1ccccc1	-4%	-13%	20	2%	13%	2	-4%
27	NS(=O)(=O)c1ccc(NC(=O)COC(=O)CCc2c[nH]c3ccccc23)cc1	7%	10%	-6	1%	-6%	-3	-5%
28	NC(=S)N/N=C/c1ncc(C(F)(F)F)cc1Cl	3.3µM*	1.5µM*	11	3%	67%[activator]	0	0%
29	CCc1ccc(OCC(=O)O/N=C(\N)c2ccncc2)cc1	u	54%[activator]	76*	0%	-1%	62*	-3%
30	CCC1(C)CC(=O)N(c2ccc(C(=O)O)c(O)c2)C1=O (centres undefined)	u	72%[activator]	22	1%	1%	-2	-14%
31	COc1cc(NC(=O)CN2CCN(c3ccccc3)CC2)c(C)cc1[N+](=O)[O-]	4%	-10%	-8	3%	14%	-1	5%
32	Cc1cc(-c2c(C(=O)N3CCOCC3)c(C)nn2-c2cccc(C(F)(F)F)c2)no1	-5%	-3%	-17	0%	-9%	-2	3%
33	COc1ccc(NC(=O)C2CC(=O)N=C(N)S2)cc1 (centres undefined)	7%	13%	-7	-11%	-4%	11	-4%
34	COc1ccc(-n2c(=S)[nH]c3cc(C(=O)Nc4cc(OC)c(OC)c(OC)c4)ccc3c2=O)c(OC)c1	-16%	u	-12	-12%	32%[activator]	10	3%
35	COc1ccc(/C=N/NC(=O)c2cccc(Br)c2)cc1COc1ccccn1	24%	-12%	11	0%	-22%	14*	1%
36	Cc1cc(C)n2nc(SCC(=O)Nc3c(C)nn(-c4ccccc4)c3C)nc2n1	x	2%	-19	-2%	38%[activator]	-8	-2%
37	Cc1ccc(C(=O)Nc2nc(-c3ccc(F)cc3)cs2)o1	0%	-12%	92*	-3%	14%	42*	3%
38	COc1ccc(CC(=O)Nc2nnc(SCc3ccccc3)s2)cc1S(=O)(=O)N1CCOCC1	x	-26%	-8	3%	-1%	7	-2%
39	CCCCN=C1NN=C(c2ccc3c(c2)OCCO3)CS1	-53%	35%[activator]	35	-3%[11.5 µM]	58%[activator]	19	u
40	COc1ccc(-n2ncc3c(=O)n(CC(=O)OCc4ccccc4)cnc32)cc1	20%	15%	2	3%	-4%	-3	-8%
41	CC1=C(C#N)C(Nc2ccc(C)cn2)(C(F)(F)F)C(=O)N1 (centres undefined)	-5%	x	-16	-1%	10%	-4	x
42	C/C(CC1CC(COCC(C)C)OC1=O)=N\Nc1nc(-c2ccccc2)cs1 (centres undefined)	u	u	19	-7%	45%[activator]	8	-12%
43	CCN(CC)S(=O)(=O)c1ccc(Cl)c(NC(=O)COC(=O)/C=C/c2ccc(O)c(OC)c2)c1	-8%	-1%	3	3%	2%	7	0%
44	Cc1nc2sccn2c(=O)c1S(=O)(=O)Nc1ccc(N2CCN(C(=O)C(C)C)CC2)cc1	-16%	-26%	-12	-2%	-6%	2	4%&-10%
45	CCOc1ccccc1C(=O)OCC(=O)Nc1cc(S(=O)(=O)N2CCOCC2)ccc1C	21%	20%	x	x	5%	x	-3%
46	O=C(CN1CCCCC1)Nc1ccc(Br)cc1C(=O)c1ccccc1Cl	1.9µM*	u	-15	2%	-12%	1	1%
47	COc1cccc(NC(=O)Cc2c(C(=O)O)[nH]c3ccccc23)c1	30%[activator]	51%[activator]	-13	5%	1%	-4	-6%
48	CC(=O)c1cccc(NC(=O)Nc2c(C)nn(C)c2C)c1	-13%	19%	-4	-2%	-1%	-3	-3%
49	c1coc(Cn2nnnc2CN2CCN(C3CCCC3)CC2)c1	1%	9%	-2	0%	-1%	-2	-1%
50	CCOC(=O)c1cn2nc(OP(=S)(OCC)OCC)cc2nc1C	-24%	u	-1	0%	30%	-3	-11%

Remaining list, next part:
#	molecule	Pf growth 96h	Pf growth 48h	Shiga toxin inh	LmPK inhibitor	AMA1-RON2 inh	CHX counter	Tb PYK inh
51	COc1ccc(C(NC(=O)/C=C/c2ccco2)c2ccc(OC)c(OC)c2)cc1OC	u	-1%	11	1%	-12%	14	-27%
52	COc1ccc(CCNC(=O)C2CCC(CNc3c(N4CCCC4)c(=O)c3=O)CC2)cc1OC (centres undefined)	x	1%	-17	4%	-12%	-1	-2%
53	O=C(Nc1ccc(Oc2ccc(NC(=O)Nc3ccccc3Cl)cc2)cc1)Nc1ccccc1Cl	1.5µM*	1.9µM*	34	1%	-10%	34	0%
54	CC(C)CCC(C)NC(=O)CN1C(=O)NC(C)(c2ccc3ccccc3c2)C1=O (centres undefined)	10%	1%	-38	-6%	-4%	-3	-3%
55	COc1ccc(N(C(=O)CNC(=O)c2cccs2)C(C(=O)NCC2CCCO2)c2ccc(OC)c(OC)c2)cc1 (centres undefined)	u	u	-6	2%	9%	-3	1%
56	COc1ccccc1CNC(=O)C(NC(=O)Nc1ccccc1)C(C)C (centres undefined)	21%	12%	-7	-1%	3%	-3	0%
57	Cc1ccc(CNC(=O)CC2Nc3c4ccccc4nc(=S)n3C2=O)cc1 (centres undefined)	u	31%[5.75 µM]	-5	2%	x	13	x
58	CCOc1cccc2sc(N(CCCN(C)C)C(=O)c3ccc(S(=O)(=O)N(C)CC4CCCO4)cc3)nc12 (centres undefined)	u	-13%	-12	-14%	-11%	-3	-2%
59	COc1ccc(NC(=O)c2cc(F)c(F)cc2Cl)cc1Cl	29%	42%[activator]	50*	3%	1%	46*	9%
60	CC(=O)c1cccc(NC2=NCC(C)S2)c1 (centres undefined)	13µM*	x	5	1%	-2%	7	3%
61	O=S(=O)(c1ccccc1)N1CCN=C1SCc1ccc(Cl)c(Cl)c1	u	u	-11	2%	92%[activator]	6	-2%
62	CCOC(=O)N1CCN(C(=O)C2CCN(C(=O)c3ccc(C(C)(C)C)cc3)CC2)CC1	-17%	9.3µM*	-11	-3%	7%	2	1%
63	CCOC(=O)c1c(C)[nH]c(C(=O)OCC(=O)N(C)C2CCS(=O)(=O)C2)c1C (centres undefined)	x	21%	-13	4%	0%	-2	-5%
64	C=C(C)COc1ccc(-c2ncncc2-c2ccc(OC)cc2)c(O)c1	0%	u	-2	-2%	35%[activator]	13	5%

Source: PubChem (National Center for Advancing Translational Sciences (NCATS))
